beta cell repl: inducers of MIN6 beta-cell proliferation, primary screen, ATP luminescence, uHTS. MIN6 cells proliferation, ATPlite luminescence, 48 h; cells starved in 0.2% serum; 100% = growth in 10% serum. proliferation, % at 10 µM. actives 0.29% (n = 330,000);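 active means compounds whose signal lies at least 3.5 SD above the mean of all wells on their plate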;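 further: 0% = DMSO-treated cells in low-serum medium and 100% = 10% serum control; some compounds called inactive have numbers as strong as hits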
SENP8 block-1: SENP8 protease inhibitors, primary screen, biochemical, luminescence; purified SENP8, Z-RLRGG-aminoluciferin cleavage; inhibition, % at 10 µM; actives 1.2% (n = 330,000); AID 2540, 2010; in the data active means inhibition above about 50%
Target sequence (Q96LD8 whole entry, looked up): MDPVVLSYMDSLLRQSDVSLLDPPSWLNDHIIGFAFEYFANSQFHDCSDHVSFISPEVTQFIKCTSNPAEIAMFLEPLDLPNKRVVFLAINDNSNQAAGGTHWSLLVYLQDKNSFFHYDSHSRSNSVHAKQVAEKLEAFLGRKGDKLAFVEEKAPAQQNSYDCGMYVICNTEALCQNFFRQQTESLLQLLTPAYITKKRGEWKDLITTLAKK
UBC13 polyUb: UBC13 polyubiquitin chain formation inhibitors, primary screen, biochemical, TR-FRET, uHTS | Ubiquitin-conjugating enzyme E2 N (Homo sapiens), P61088 | inhibition, % at 20 µM | actives 0.47% (n = 330,000) | AID 485273, 2010; in the data active means inhibition above about 45%, passing the limit was not always enough
SENP6 inh: SENP6 protease inhibitors, primary screen, biochemical, luminescence, uHTS. actives 1.8% (n = 330,000). AID 2599, 2010. inhibition, % at 10 µM. Sentrin-specific protease 6 (Homo sapiens), Q9GZR1. Recombinant SENP6 catalytic domain, aminoluciferin luminescence;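 active means inhibition above about 50% at the single tested dose, limit read from the data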;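 further: plate controls were DMSO wells with enzyme for no effect and DMSO wells lacking enzyme for full effect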
SENP8 block-2: human SENP8 protease inhibitors, primary screen, biochemical, fluorescence, Nedd8 protein substrate, uHTS. Sentrin-specific protease 8 (Homo sapiens), Q96LD8. recombinant SENP8. inhibition, % at 20 µM. actives 0.64% (n = 360,000). AID 602440, 2012; in the data active means inhibition mostly above about 40%, no sharp cut-off; inactive means mostly below about 27%
SENP7 inh: SENP7 protease inhibitors, primary screen, biochemical, luminescence, uHTS | recombinant SENP7, Z-RLRGG-aminoluciferin luminescence, 40 min | inhibition, % at 5 µM | Sentrin-specific protease 7 (Homo sapiens), Q9BQF6 | actives 1.5% (n = 330,000);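 active means inhibition above about 50% at the single test dose, limit read from the data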;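 further: plate controls were DMSO with enzyme for no effect and no enzyme buffer wells for full effect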
HKDC1 inhibitor: HKDC1 hexokinase inhibitors, primary screen, biochemical, fluorescence, uHTS; Q2TB90; recombinant HKDC1, G6PDH/diaphorase resazurin coupled fluorescence; inhibition, % at 20 µM; actives 0.16% (n = 340,000);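 active means inhibition above about 35% when tested at 20 µM, limit read from the data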;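 further: plate controls were DMSO wells with enzyme for no effect and DMSO wells lacking enzyme for full effect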
Target sequence (Q2TB90 whole entry, looked up): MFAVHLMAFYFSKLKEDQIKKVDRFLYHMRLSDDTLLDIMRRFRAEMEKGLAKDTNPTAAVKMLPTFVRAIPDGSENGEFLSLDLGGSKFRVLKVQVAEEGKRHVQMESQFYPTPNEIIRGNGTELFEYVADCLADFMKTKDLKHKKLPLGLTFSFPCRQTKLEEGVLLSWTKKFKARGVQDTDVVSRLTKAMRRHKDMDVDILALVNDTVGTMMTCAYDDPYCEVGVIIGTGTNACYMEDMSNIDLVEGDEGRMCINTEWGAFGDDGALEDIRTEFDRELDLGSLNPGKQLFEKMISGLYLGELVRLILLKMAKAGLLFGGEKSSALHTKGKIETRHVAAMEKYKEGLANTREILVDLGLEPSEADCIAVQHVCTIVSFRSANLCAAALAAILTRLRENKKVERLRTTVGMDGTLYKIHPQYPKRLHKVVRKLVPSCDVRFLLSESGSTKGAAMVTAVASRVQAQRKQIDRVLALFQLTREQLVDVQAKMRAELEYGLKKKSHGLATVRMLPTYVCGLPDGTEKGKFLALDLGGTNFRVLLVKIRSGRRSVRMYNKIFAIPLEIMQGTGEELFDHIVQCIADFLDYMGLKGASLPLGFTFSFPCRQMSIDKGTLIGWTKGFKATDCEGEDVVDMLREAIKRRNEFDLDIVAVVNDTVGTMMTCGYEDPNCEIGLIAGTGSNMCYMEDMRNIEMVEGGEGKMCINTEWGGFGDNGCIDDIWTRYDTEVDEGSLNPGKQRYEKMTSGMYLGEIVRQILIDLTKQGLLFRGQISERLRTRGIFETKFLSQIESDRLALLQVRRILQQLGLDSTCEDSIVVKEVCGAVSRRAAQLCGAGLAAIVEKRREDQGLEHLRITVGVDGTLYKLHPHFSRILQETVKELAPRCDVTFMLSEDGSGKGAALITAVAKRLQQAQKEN
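Test system: recombinant HKDC1 (HK5) hexokinase enzyme, produced in-house / Doses: 20 µM test compound, 1% DMSO / Timing: 90 min, room temperature / Detection: G6PDH/diaphorase-coupled fluorescence, 1 mM NADP, 100 µM resazurin, 525/613 nm / Control set: DMSO wells with and without enzyme mix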
SENP1 inh: human SENP1 catalytic domain inhibitors, primary screen, biochemical, FRET, uHTS | Sentrin-specific protease 1 (Homo sapiens), Q9P0U3 | inhibition, % at 10 µM | recombinant SENP1 catalytic domain, CyPet-SUMO1-YPet FRET cleavage | actives 0.21% (n = 360,000);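 active means inhibition at least 30% at 10 µM, raw YFP signal under a set limit, fluorescence ratio 0.5 to 1.5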;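 further: 0% = enzyme with DMSO and 100% = no enzyme wells; some results filed as inactive read as strong as hits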
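Assay system: hSENP1 catalytic domain, recombinant. Amount: SENP1 enzyme, 20 pM final. Schedule: 50 min reaction, RT, dark. Technique: FRET, CFP and YFP emission. Control set: no-enzyme wells low, DMSO-plus-enzyme wells high control.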
PfGluPho inh: PfG6PD enzyme inhibitors, primary screen, biochemical, fluorescence intensity, uHTS | glucose-6-phosphate dehydrogenase-6-phosphogluconolactonase (Plasmodium falciparum 3D7) | actives 0.78% (n = 350,000) | AID 504690, 2011 | inhibition, % at 20 µM | PfGluPho enzyme, NADPH resazurin-diaphorase fluorescence;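 active means inhibition reaching at least a set limit at 20 µM in the primary screen, cut at about 59% in these data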;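 further: 0% = DMSO wells with substrate and 100% = DMSO wells lacking glucose-6-phosphate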
* = called active by the depositor; . = no result given. No enrichment for hits. Share with any hit: about 4%.

No.	SMILES	beta cell repl	SENP8 block-1	UBC13 polyUb	SENP6 inh	SENP8 block-2	SENP7 inh	HKDC1 inhibitor	SENP1 inh	PfGluPho inh
1	CCOc1ccc(/C=C2\SC(=O)N(c3ccc(O)cc3)C2=O)cc1OC	4	-88	8	-103	.	12	0	.	-13
2	Cc1ccc(C(=O)Nc2ccccc2C(=O)NC(Cc2c[nH]c3ccccc23)C(=O)O)cc1 (stereo not given)	-1	12	-14	15	-2	-5	22	0	6
3	O=C(O)CS/C(=C\c1ccc(F)cc1)c1nc2ccccc2s1	-2	-3	-5	-11	.	1	.	.	.
4	OC1CCN(CC(O)C(F)(F)F)CC1 (stereo not given)	1	2	5	1	5	2	-5	3	-24
5	COc1cc(C(=S)N2CCCC2)cc(OC)c1OS(=O)(=O)c1ccc(NC(C)=O)cc1	0	-1	5	-2	16	1	-11	5	30
6	C#CCN1C(=O)C(O)(CC(=O)/C=C/c2ccco2)c2ccccc21 (stereo not given)	-4	7	-12	6	-1	7	-7	-6	-6
7	CCn1c(Cn2nnc(-c3ccccc3)n2)nnc1SCC(=O)Nc1ccc(N(C)C)cc1	-4	-8	0	-25	17	-3	-4	0	1
8	CC(=O)c1cccc(N(CC(=O)Nc2ccc(S(=O)(=O)N3CCOCC3)cc2)S(C)(=O)=O)c1	0	-3	0	13	8	-2	3	2	-10
9	O=S(=O)(Cc1ccc(Cl)cc1)c1ncc(CO)n1Cc1ccccc1	1	-9	0	-27	12	-7	-2	-1	8
10	O=C(NN1C(=O)c2ccccc2NC1c1ccccn1)c1ccc([N+](=O)[O-])cc1 (stereo not given)	-3	0	6	4	8	-3	-8	1	-14
11	COc1ccccc1NS(=O)(=O)c1cccc(C(=O)NNC(=O)C(NC(N)=O)C(C)C)c1 (stereo not given)	-2	-3	0	-11	17	-8	-2	2	-21
12	CCOC(=O)c1c(C)n(-c2ccc(C)cc2)c2c(CC(C)=O)c(Br)c(OC)c(O)c12	-1	3	-6	6	16	0	-4	3	-13
13	O=C(CSc1nnc(-c2cccs2)o1)NCc1ccco1	-3	2	-10	18	26	0	-5	3	13
14	O=S(=O)(Oc1ccccc1C(=S)N1CCOCC1)c1ccc(Cl)cc1	-3	-11	-10	-2	3	6	-3	3	44
15	Cc1sc2ncnc(OCc3nnc(-c4cccs4)o3)c2c1C	-3	-2	-7	13	-25	-5	-7	-9	9
16	Cc1[nH]nc(N2CCCCCC2)c1[N+](=O)[O-]	2	-1	-4	-2	25	-11	-6	0	11
17	CCCCCN(C(=O)CCC(=O)OCC(=O)N(C)Cc1ccc(C)cc1)c1c(N)n(CCCC)c(=O)[nH]c1=O	-2	0	-4	15	12	1	-3	-1	-10
18	COC(=O)CN1C(=O)[C@H]2[C@@H](/C=C/c3ccccc3)N3C(=O)CN(CCO)C(=O)[C@@]3(Cc3ccccc3)[C@H]2C1=O	-1	8	-2	-1	-3	10	-6	0	-5
19	O=C1C2CCCCN2C(=O)N1CCN1CCN(c2cccc(Cl)c2)CC1 (stereo not given)	.	.	.	.	9	.	0	-3	-3
20	CC(OC(=O)CNC(=O)c1cccs1)C(=O)Nc1ccc(S(N)(=O)=O)cc1 (stereo not given)	-1	-7	-7	-20	-2	-14	-6	5	-7
21	Cn1c(=O)[nH]c(=O)c2c1nc(CN(Cc1ccccc1)Cc1ccccc1)n2CCN1CCOCC1	-1	-9	-9	-3	17	1	-1	0	-8
22	O=C(CNC(=O)c1ccc2c(c1)OCCO2)N=Nc1c(O)[nH]c2ccccc12	-1	3	-10	-2	16	-2	3	1	-37
23	Cc1cc2c3c(c1)C1(C(=O)N3C(C)(C)CC2C)C(C#N)=C(N)Oc2cc(O)ccc21 (stereo not given)	-6	-6	-12	-13	9	-2	2	-10	-3
24	CC1=C(C(N)=O)C(c2cccs2)n2nc(-c3cccc(Cl)c3)nc2N1 (stereo not given)	-4	-4	5	3	4	6	-2	-5	-1

Reprinted at random: two entries already listed, in no set order.
No.	SMILES	beta cell repl	SENP8 block-1	UBC13 polyUb	SENP6 inh	SENP8 block-2	SENP7 inh	HKDC1 inhibitor	SENP1 inh	PfGluPho inh
21	Cn1c(=O)[nH]c(=O)c2c1nc(CN(Cc1ccccc1)Cc1ccccc1)n2CCN1CCOCC1	-1	-9	-9	-3	17	1	-1	0	-8
13	O=C(CSc1nnc(-c2cccs2)o1)NCc1ccco1	-3	2	-10	18	26	0	-5	3	13

Continued:
No.	SMILES	beta cell repl	SENP8 block-1	UBC13 polyUb	SENP6 inh	SENP8 block-2	SENP7 inh	HKDC1 inhibitor	SENP1 inh	PfGluPho inh
25	CCOCc1cc(C)[nH]c(=O)c1C#N	-4	-10	6	-20	-448	12	-2	2	-2
26	COc1ccc(/C=C2\CCOC2=O)cc1	4	-1	2	-11	20	-1	-2	2	-7
27	Cc1cccc(CS(=O)(=O)Cc2ccc(C(=O)NCCCN3CCOCC3)o2)c1	-2	2	2	-6	6	-1	-7	3	-1
28	O=C(CCn1c(=O)oc2ccccc21)N1CCN(C(c2ccccc2)c2ccccc2)CC1	-4	2	0	-3	11	7	-2	1	-16
29	O=C(NC(Cc1ccccc1)C(=O)O)OCc1ccccc1 (stereo not given)	-2	4	-2	6	5	8	6	0	-21
30	Cc1nn(-c2ccccc2)c(Cl)c1CN(C(=O)CCl)c1ccc(Cl)cc1	.	.	.	.	12	.	38*	1	-5
31	CCn1c(=O)c2c(nc3n2CCCN3c2cccc(C)c2)n(C)c1=O	-1	8	1	7	16	5	-4	1	-4
32	Cc1cc(C(=O)NCc2ccc3c(c2)OCO3)n(-c2ccccc2)n1	0	0	7	-10	10	5	-1	-1	9
33	CCCn1c(=NC(=O)CS(=O)(=O)c2ccccc2)sc2cc(S(C)(=O)=O)ccc21	-5	-6	6	-24	0	-15	1	0	4
34	O=C(CNS(=O)(=O)c1ccccc1)OCc1cccc([N+](=O)[O-])c1	-2	-10	-10	-15	33	-14	-6	-2	13
35	Cc1cc(=O)[nH]c(SCc2cccc3ccccc23)n1	4	-10	5	-10	-4	4	-5	1	-12
36	CN(C)CCNC(=O)Cc1ncc(C(F)(F)F)cc1Cl	4	0	6	9	7	-8	-8	-2	-10
37	Cc1ccc(OCC(=O)N2N=C(c3cccnc3)CC2(O)C(F)(F)F)cc1C (stereo not given)	2	-3	-1	-2	23	6	-2	2	-9
38	CCN(CC)c1ccc(/C=N/NC(=O)c2cccc(S(=O)(=O)N3CCOCC3)c2)cc1	-3	5	-13	16	-91	9	-10	21	11
39	O=C(CC(=O)Nc1cccc(Cl)c1)N/N=C\c1ccccc1	-1	-6	11	-21	23	-6	3	2	84*
40	CC(C)C[C@@H](CNCC(=O)[C@H](C)NC(=O)c1[nH]cnc1C(=O)N[C@H](CN)CC(C)C)NC(=O)c1nc[nH]c1C(=O)N[C@@H](C)C(=O)O	.	.	.	.	16	.	-5	-1	7
41	Cc1oc(-c2ccccc2F)nc1CS(=O)(=O)CC(=O)NCc1ccco1	0	7	1	-10	3	0	-1	-5	20
42	CCN(CC)S(=O)(=O)c1ccc2oc(SCc3ccc(F)cc3)nc2c1	-4	2	0	7	25	5	0	3	5
43	COc1ccc(NS(=O)(=O)c2ccc(N3CCCC3)c(NC(=S)Nc3cccc(S(=O)(=O)N(C)C)c3)c2)cc1	-6	2	1	-2	.	10	.	.	.
44	Cc1cc(OCC(=O)Nc2cccc(S(=O)(=O)N3CCCCC3)c2)ccc1Cl	-8	-6	-2	-9	5	-15	8	1	-5
45	O=C(O)c1ccccc1C(=O)Nc1ccc(Oc2ccc3ccccc3c2)cc1	0	-3	-4	8	5	11	-3	4	-19
46	CCCCc1ccc(NC=C2C(=O)OC3(CCCCC3)OC2=O)cc1	-1	-2	6	-23	-22	-1	-2	1	-3
47	O=c1c(CN2CCN(Cc3ccccc3)CC2)coc2ccc(Cl)cc12	-2	-1	4	3	-4	7	-9	1	4
48	Cc1ccc(OCC(=O)N2CCC(N3CC(C)CC(C)C3)CC2)cc1 (stereo not given)	2	5	1	-2	2	-1	-6	2	-7
49	CCCCCCN1C=C/C(=C\C=C(C#N)C#N)c2ccccc21	-4	15	-36	26	29	17	2	10	9
50	CCN(c1ccccc1)S(=O)(=O)c1cc(C(=O)OC(C)C(=O)Nc2ccc3c(c2)OCCO3)ccc1C (stereo not given)	-6	-4	-8	-24	16	-11	-1	4	5
51	O=C(Nc1ccccc1Br)c1cc(=O)c2ccccc2o1	0	0	6	18	2	13	-4	2	12
52	COc1cccc(N=C(N)N)c1	-3	-2	0	-2	16	4	-3	-1	4
53	CN1CCc2c(sc3c2C(=O)NC(c2ccco2)N3)C1 (stereo not given)	0	2	-6	5	-286	-5	9	-32	26
54	Cc1ccc(-c2n[nH]c(=O)c3ccccc23)cc1S(=O)(=O)NC(C)(C)C	2	-9	6	-28	8	-6	-8	2	21
55	O=C(Nc1ccc(F)cc1)C1C(c2ccccc2)C1(Cl)Cl (stereo not given)	0	-1	5	5	5	-1	-5	2	12
56	C#CCOCCOCCOCCNc1nc(N2CCN(C(=O)[C@H](CCCCN)n3cc(CC(C)O)nn3)CC2)nc(N2CCN(C(=O)[C@H](Cc3ccc(O)cc3)n3cc(CCO)nn3)CC2)n1 (stereo not given in full)	.	.	.	.	8	.	-1	0	-5
57	S=c1[nH]nc(-c2ccc3ccccc3n2)n1-c1cc(Cl)cc(Cl)c1	-5	-5	-7	2	-186	0	17	-29	57
58	CCOc1ccc(C2C(C(=O)c3ccco3)=C(O)C(=O)N2CCN(C)C)cc1 (stereo not given)	-1	1	3	6	.	0	.	.	.
59	COC(=O)c1[nH]c(C)c(/C(O)=C2\C(=O)C(=O)N(CCN(C)C)C2c2cccc(OC)c2OC)c1C (stereo not given)	0	-9	5	-8	16	-6	-8	1	-13
60	CCCn1cnc2sc(CC)cc2c1=O	0	-9	4	-24	7	-4	-14	-1	-5
61	C=CCOC(=O)C(C(=O)Cc1ccccc1)c1ccccc1 (stereo not given)	.	.	.	.	-4	.	-2	-1	-2
62	O=C1NCCN/C1=C\C(=O)c1ccc(Cl)cc1	-2	-2	0	-41	23	-7	-4	0	11
63	CCOC(=O)C1C(=O)CC(C)(O)C(C(=O)OCC)C1c1ccco1 (stereo not given)	1	-1	3	-10	13	6	6	0	-4
64	Cc1cc(C)cc(NC(=S)NCCN(C2CCCCC2)C2CCCC2)c1	-6	-7	23	-4	23	2	-12	2	3
65	CSc1nc(-c2ccc(Cl)cc2)nc(N)c1C#N	-4	0	3	-5	9	-6	14	-1	3
66	COc1cc(=O)oc(CCC(C)O)c1C (stereo not given)	.	.	.	.	10	-2	-6	1	-11
67	Cc1c(NS(=O)(=O)c2ccc3c(c2)NC(=O)CC(=O)N3)cccc1[N+](=O)[O-]	2	2	2	0	16	-4	3	2	0
68	C#CCOC(=O)Nc1cnccc1C(F)(F)F	-2	-6	-7	-7	5	-18	-4	-2	5
69	C(=N\c1nc2ccccc2[nH]1)/c1cccs1	-2	-20	4	41	17	1	-7	-1	-12
